hgDAF12 agonist – hgDAF-12 agonism, primary luciferase screen; HEK293 GAL4-hgDAF12 UAS-luciferase reporter, agonist luminescence; normalized to butyrate control; activation, % at 6.8 µM; 370,000 compounds, 1.8% hits;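 active = activation above a cutoff set at the mean of all screened compounds plus 3 SD, cut at about 10% in these data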;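 note: 0% = DMSO wells and 100% = sodium butyrate wells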
DAX1 inh-1 – inhibitors of human orphan nuclear receptor DAX1 (NR0B1); inhibition, % at 6.75 µM; 340,000 compounds, 0.99% hits; AID 504766; HEK293 Gal4-DAX1 luciferase reporter, luminescence; P51843;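 active = inhibition above the mean over all tested compounds plus 3 SD, cut at about 4.2% in these data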;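 note: 0% = DAX1-transfected cells with DMSO and 100% = empty-vector control cells with DMSO; inhibition shows as a rise in luminescence from relieved DAX1 repression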
Target sequence (P51843 207-470 limits assumed): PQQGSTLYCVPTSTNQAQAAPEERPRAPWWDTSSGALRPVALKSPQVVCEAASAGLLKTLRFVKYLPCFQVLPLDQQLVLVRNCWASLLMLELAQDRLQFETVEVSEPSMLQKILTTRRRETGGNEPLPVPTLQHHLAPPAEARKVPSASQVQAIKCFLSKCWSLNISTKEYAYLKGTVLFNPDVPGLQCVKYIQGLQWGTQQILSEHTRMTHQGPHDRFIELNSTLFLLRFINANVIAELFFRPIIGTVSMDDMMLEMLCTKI
ssDAF12 agonist – activators of S. stercoralis DAF-12 nuclear receptor; HEK293 ssDAF-12/GRIP1 lit1-tk-luc reporter, luminescence; % of 3 µM dafachronic acid response; AID 652126; 370,000 compounds, 1% hits; activation, % at 6.8 µM;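 active = activation above the mean over all tested compounds plus 3 SD, cut at about 0.9% in these data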;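 note: 0% = DMSO-only wells and 100% = 3 µM delta7-dafachronic acid wells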
PG9 binder – small molecules binding HIV-1 gp120 antibody PG9; TR-FRET gp120-PG9 antibody binding; inhibition, % at 6.7 µM; 360,000 compounds, 0.43% hits; AID 624416; in the data active = inhibition above about 8.5%
FXN GAA850 act – frataxin GAA850 promoter activation; HEK293 lucGAA850 FXN promoter luciferase reporter, 24 h; percent of 10 µM SAHA response; activation, % at 6 µM; 360,000 compounds, 0.56% hits;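 active = activation above the average of all compounds screened plus 3 SD, cutoff fixed separately per campaign, cut at about 7.5% in these data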;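 note: 0% = DMSO wells and 100% = 10 µM SAHA wells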
DAX1 inh-2 – inhibitors of DAX1 repression of SF-1 activated StAR promoter; inhibition, % at 6.8 µM; HEK293T StAR-luciferase reporter, SF-1/DAX-1 repression relief; 370,000 compounds, 1.1% hits; AID 652010;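 active = inhibition above the mean over all tested compounds plus 3 SD, cut at about 3.6% in these data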;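 note: 0% = DAX-1 cells with DMSO and 100% = cells lacking DAX-1 with DMSO; higher inhibition means more luminescence from relief of DAX-1 repression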
SMARCA2 activ – SMARCA2 function activation, primary screen. MG213 cells, MMTV-luciferase reporter, dexamethasone, overnight. activation, % at 9.1 µM. 370,000 compounds, 1% hits; in the data active = activation above about 7.8%;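 note: 0% = vehicle wells and 100% = reference activator wells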
HGIII-sPLA2 inh – Inhibits HGIII-sPLA2 liposome hydrolysis, primary screen. QFRET BODIPY PC-A2 liposome hydrolysis, fluorescence. inhibition, % at 12.2 µM. 370,000 compounds, 0.56% hits. AID 743126;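 active = inhibition above mean plus 3 SD of compounds lying within the high and low control bounds, cut at about 19% in these data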;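 note: 0% = median of test compound wells and 100% = no enzyme DMSO wells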
Target sequence (Q9NZ20 whole entry, looked up): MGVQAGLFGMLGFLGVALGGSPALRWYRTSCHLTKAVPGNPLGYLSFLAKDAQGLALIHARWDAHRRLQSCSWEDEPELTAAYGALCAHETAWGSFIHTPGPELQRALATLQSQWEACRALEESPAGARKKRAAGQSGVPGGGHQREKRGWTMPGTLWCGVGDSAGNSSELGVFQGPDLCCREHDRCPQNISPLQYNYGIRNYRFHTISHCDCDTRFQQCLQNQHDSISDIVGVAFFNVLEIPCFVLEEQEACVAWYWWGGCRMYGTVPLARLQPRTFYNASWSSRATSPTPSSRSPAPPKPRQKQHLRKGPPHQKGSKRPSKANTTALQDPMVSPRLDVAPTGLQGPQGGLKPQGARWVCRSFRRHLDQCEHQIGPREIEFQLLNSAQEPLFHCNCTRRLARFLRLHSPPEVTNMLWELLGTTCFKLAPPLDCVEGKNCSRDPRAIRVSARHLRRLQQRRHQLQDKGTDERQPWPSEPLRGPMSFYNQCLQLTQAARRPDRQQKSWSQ
PLCb3 inh – PLC-beta3 (human) inhibition, primary screen. Purified PLC-beta3, fluorogenic substrate, fluorescence. inhibition, % at 12.2 µM. 370,000 compounds, 0.18% hits. AID 720704; in the data active = inhibition above about 11%;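 note: 0% = median of compound wells on plate and 100% = full blocker control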
NR1D1 modulator – modulators of human Rev-erb alpha DNA binding; activity, % at 10 µM; P20393; 370,000 compounds, 0.79% hits; Rev-erbα–FITC-DNA binding, fluorescence polarization, 90 min; AID 1259318;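 active = activity above about 14%, limit read from the data; passing the limit was not always enough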;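 note: 0% = DMSO wells with 35 nM protein and 100% = DMSO wells with 750 nM protein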
hcDAF12 agonist – activators of H. contortus DAF-12 nuclear receptor | HEK293 hcDAF-12 lit1-tk-luc reporter, luminescence; 0% DMSO, 100% Δ7-dafachronic acid | activation, % at 6.8 µM | 370,000 compounds, 1.4% hits;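 active = activation above the mean of all tested compounds plus 3 SD, cut at about 5.5% in these data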;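 note: 100% = response to 3 µM Δ7-dafachronic acid high control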
Starred values were filed as active, the others as inactive; i = inactive; x = no result given.

cpd	Structure	hgDAF12 agonist	DAX1 inh-1	ssDAF12 agonist	PG9 binder	FXN GAA850 act	DAX1 inh-2	SMARCA2 activ	HGIII-sPLA2 inh	PLCb3 inh	NR1D1 modulator	hcDAF12 agonist
1	Cc1cccc(NC(=O)c2cc(=O)[nH]c3ccccc23)c1	1.4	0.9	-1.4	1.1	0.3	-0.4	-1	-4	-8	3	-0.5
2	O=C(NCc1ccc2c(c1)OCO2)C1CC(=O)N(C2CCCCCC2)C1 (stereo not given)	-1.4	-0.6	-0.8	-2.3	1.1	0.1	-3	3	-4	-3	-0.6
3	Cc1ccccc1C(=O)N1CCN(c2ncccn2)CC1	2.6	2.1	-0.2	-1.9	0.5	-0.4	-1	-2	-11	0	0.6
4	Cc1c(C(=O)c2ccc(Cl)cc2Cl)cnc2cc3c(cc12)OCO3	-4.2	-0.9	-1.1	0.2	1.0	-1.8	-5	0	-1	0	-3.0
5	O=C(CCNC(=O)c1ccc(Cl)cc1)NCC(c1ccco1)N1CCCC1 (stereo not given)	-1.4	1.4	-1.1	0.2	0.3	0.3	2	0	-3	-5	0.5
6	O=C(O)C1Cc2ccccc2CN1C(=O)c1ccco1 (stereo not given)	-1.3	1.0	-1.2	0.4	2.0	-0.4	0	-3	-8	-4	-1.5
7	COc1cc([C@H]2Oc3c(OC)cc(CCCO[C@@H]4O[C@H](CO)[C@@H](O)[C@H](O)[C@H]4O)cc3[C@@H]2CO)ccc1O	-0.9	4.7*	-1.1	-1.7	0.5	1.7	-1	4	2	4	0.6
8	O=C(OCc1cccc(Cl)c1)c1cc(S(=O)(=O)N2CCCCC2)ccc1N1CCOCC1	-3.4	-0.7	-1.1	-1.0	1.1	1.4	1	-7	-6	-2	-2.6
9	CCN(CC)S(=O)(=O)c1cc(NC(=O)CNc2cccc(S(=O)(=O)N3CCOCC3)c2)ccc1C	-7.6	-3.4	-2.3	0.4	-5.0	-8.9	-4	-17	-4	6	-4.5
10	CCCCNC(=O)C[C@@H]1C(=O)N(Cc2ccc(OC)cc2)/C2=C/CCCCC[C@@]21C(=O)OCC	5.1	x	-1.8	x	x	0.4	-4	-2	7	-3	1.3
11	CCn1c(=O)c2cc(C(=O)Nc3ccccc3OC)sc2c2ccccc21	-0.9	2.2	-1.3	1.1	1.6	0.2	-3	3	-16	4	-1.1
12	CCC(=O)Nc1cccc(C2=NOC3(C2)C[C@@H](C(N)=O)N(C(=O)c2cc([N+](=O)[O-])cc([N+](=O)[O-])c2)C3)c1 (stereo not given in full)	2.0	1.9	-1.4	-0.5	-1.4	-0.3	-1	-4	0	-3	-0.6
13	C=CCNC(=S)NCc1ccccc1OC	-2.3	-1.9	-1.3	-1.2	3.2	-0.5	0	4	0	4	-0.4
14	CN(Cc1cccs1)C(=O)c1cccc(S(=O)(=O)N2CCCCCC2)c1	1.0	0.0	-0.9	0.0	0.4	0.9	-2	8	-7	-2	-2.2
15	O=C1CNc2ccc(C(=O)N3CCN(c4ccccn4)CC3)cc2N1	-0.9	0.7	-0.2	-4.5	-0.1	0.1	0	-2	-8	-5	-0.5
16	CN(Cc1ccccc1)C(=O)OCc1cn(Cc2ccccc2C(F)(F)F)nn1	-1.3	x	-0.4	x	x	-0.8	0	-7	-2	0	2.2
17	NC(=O)CSc1nnc(-c2cccs2)n1Cc1ccco1	-0.6	5.5*	-1.8	-1.5	1.2	0.0	-8	15	4	-5	-0.5
18	COC(=O)C1=C(C)N(CCc2ccc(OC)cc2)C(=O)C1	-3.4	0.0	-1.7	1.1	2.0	-0.3	-2	-17	1	3	-1.4
19	Cc1ccc(/S(C)=N/S(=O)(=O)c2ccc(C)cc2)cc1 (stereo not given)	-1.5	0.6	-1.1	-1.8	-0.6	0.5	0	10	0	-4	-0.4
20	O=C(NCc1ccco1)Nc1ccc2snnc2c1	2.3	-0.2	-1.4	-0.4	2.1	0.1	1	-10	0	-5	0.0
21	O=C(c1ccc2c(c1)OCCCO2)c1cccs1	10*	2.0	0.1	-2.0	1.6	2.8	7	4	3	-1	4.7
22	CC(=O)c1c(C)[nH]c(C(=O)N2CCCCCC2)c1C	3.2	-0.4	-1.1	0.4	0.1	-0.3	-1	5	4	2	-1.7
23	COc1ccccc1-n1nnnc1SCC(=O)N(CC(C)C)C1CCS(=O)(=O)C1 (stereo not given)	-0.6	-0.6	-0.9	-1.0	-1.0	1.0	1	4	-6	2	-1.9
24	CN(c1ccc(F)cc1)S(=O)(=O)c1ccc(Cl)c(C(=O)NCC2CCCO2)c1 (stereo not given)	-2.3	1.4	-1.4	-0.7	-1.3	-0.7	-3	-1	-6	2	-0.4
25	O=C(COc1ccccc1[N+](=O)[O-])N/N=C/c1ccc(O)cc1	3.2	1.5	-0.6	-2.3	2.0	0.1	1	-1	5	0	0.1
26	CC1CCC(NC(=O)C2CC(O)CN2S(=O)(=O)c2ccc([N+](=O)[O-])cc2)CC1 (stereo not given)	-4.2	0.3	-0.7	1.0	0.1	-1.4	-2	8	-10	-1	-0.9
27	CC(C)C(C)(C#N)NC(=O)CSc1nc(C2CCCCC2)n(-c2ccccc2)n1 (stereo not given)	-3.2	-0.2	-0.9	-0.3	0.7	-0.3	-6	4	0	3	-1.1
28	CC1CN(C(=O)c2cc(-c3ccc(Cl)s3)nc3ccccc23)CC(C)O1 (stereo not given)	-2.1	-0.8	-0.8	0.7	0.1	0.5	-2	6	-22	-4	0.8
29	CCN1CCN(C(=S)c2ccc(-c3ccccc3)cc2)CC1	-20	-3.4	-4.2	0.6	-4.0	-3.6	-7	-5	0	3	-11
30	Nc1ncnc2c1ncn2[C@@H]1O[C@H](CNCc2ccccc2OC2OC(CO)C(O)C(O)C2O)[C@@H](O)[C@H]1O (stereo not given in full)	1.7	1.1	-1.6	0.7	0.4	-0.5	-4	5	1	3	-0.9
31	CC(C)(C)c1ccccc1NC(=O)Nc1nc(C(N)c2ccccc2)cs1 (stereo not given)	-1.9	x	-1.1	1.6	-2.2	-0.3	-4	3	1	8	-0.7
32	O=C(NC(=S)N1CCN(Cc2ccc3c(c2)OCO3)CC1)c1cccc(Br)c1	-0.7	-1.1	-1.1	-2.3	-1.3	-0.8	-1	13	2	-3	-1.3
33	N/C(=N\OC(=O)c1cc([N+](=O)[O-])ccc1Cl)c1cccnc1	-3.0	-0.3	0.1	-2.2	0.1	0.4	-1	6	4	-8	4.4
34	COc1ccc2oc(C(=O)NCC(Cc3ccccc3)N(C)C)c(C)c2c1 (stereo not given)	2.0	2.3	-0.7	0.3	1.1	0.5	1	-14	-43	1	1.2
35	CC(C)CCNC(=O)c1cnn2c(C(F)(F)F)cc(-c3ccco3)nc12	-4.6	-0.9	-1.2	-2.1	-2.6	-0.8	1	5	i	1	-1.9
36	OC(c1ccc(-c2ccccc2)cc1)c1ncc(-c2cccc(F)c2)[nH]1 (stereo not given)	-2.0	x	-1.2	-0.4	-0.8	1.7	-5	-12	-3	2	-1.4
37	CC(/C=C/c1ccco1)=N\NC(=O)C(O)c1ccccc1 (stereo not given)	3.9	0.0	-0.8	-0.9	-0.5	-0.2	-4	-2	-5	-4	0.1
38	C=CCNC(=O)CN1CCC(NC(=O)c2ccco2)CC1	-0.2	0.3	-0.7	-0.2	2.1	0.2	1	0	2	4	-1.2
39	COc1ccc(-n2cc(CNCCCn3ccnc3)c(-c3ccccc3Cl)n2)cc1	2.1	0.0	-1.7	1.4	-1.8	0.1	-1	-27	-1	3	-0.9
40	Cc1oc(C(C)(C)C)cc1C(N)=O	-1.4	-0.4	-1.4	-4.0	3.0	-0.1	-2	-12	-4	1	-1.4

For reference, four of the compounds above.
cpd	Structure	hgDAF12 agonist	DAX1 inh-1	ssDAF12 agonist	PG9 binder	FXN GAA850 act	DAX1 inh-2	SMARCA2 activ	HGIII-sPLA2 inh	PLCb3 inh	NR1D1 modulator	hcDAF12 agonist
35	CC(C)CCNC(=O)c1cnn2c(C(F)(F)F)cc(-c3ccco3)nc12	-4.6	-0.9	-1.2	-2.1	-2.6	-0.8	1	5	i	1	-1.9
36	OC(c1ccc(-c2ccccc2)cc1)c1ncc(-c2cccc(F)c2)[nH]1 (stereo not given)	-2.0	x	-1.2	-0.4	-0.8	1.7	-5	-12	-3	2	-1.4
37	CC(/C=C/c1ccco1)=N\NC(=O)C(O)c1ccccc1 (stereo not given)	3.9	0.0	-0.8	-0.9	-0.5	-0.2	-4	-2	-5	-4	0.1
38	C=CCNC(=O)CN1CCC(NC(=O)c2ccco2)CC1	-0.2	0.3	-0.7	-0.2	2.1	0.2	1	0	2	4	-1.2

Carrying on.
cpd	Structure	hgDAF12 agonist	DAX1 inh-1	ssDAF12 agonist	PG9 binder	FXN GAA850 act	DAX1 inh-2	SMARCA2 activ	HGIII-sPLA2 inh	PLCb3 inh	NR1D1 modulator	hcDAF12 agonist
41	CSc1nc2ccc(NC(=O)c3ccc(=O)n(C)n3)cc2s1	3.9	-1.3	-0.3	-2.3	5.2	0.8	-1	6	6	4	3.9
42	CC1(c2ccc(Cl)cc2)NC(=O)N(CC(=O)Nc2cccnc2Cl)C1=O (stereo not given)	-0.4	0.2	-1.0	-0.8	-2.0	0.1	-1	6	-8	-5	1.8
43	CCOC(=O)C1CCN(C(=S)Nc2ccccc2)CC1	0.1	-2.3	-1.1	-1.6	3.3	0.2	0	-2	4	8	0.4
44	O=C(O)c1ccccc1C=NNc1ccc([N+](=O)[O-])cn1	0.6	-0.1	-0.7	0.2	1.6	-0.7	-6	13	-1	-2	2.4
45	O=C(/C=C/c1ccc(Br)cc1)NCc1cccs1	2.7	0.8	-1.4	-1.1	2.3	-0.2	2	-9	0	3	-1.3

Screening results: PubChem BioAssay, several laboratories
